# MEKK2 mut-MEK5: signal of MEK5 binding to mutant human MEKK2 PB1 domain. bead flow cytometry, Alexa488-MEK5 binding to MEKK2 mutant. hit rate 0.35% among 290,000. percent response, % at 10 µM; in the data active = percent response above about 24%, passing the limit was not always enough; also: inactives centre near 1; some results filed as inactive read as strong as hits
# GalR3 antagonist: antagonists of human GalR3 | O60755 | HEK293 GalR3-CNG cAMP membrane potential fluorescence; galR3 body fused to GalR1 C-terminus | inhibition, % at 3 µM | hit rate 0.44% among 360,000 | AID 651719;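 active = inhibition above the screen-wide average plus 3 SD, cut at about 13% in these data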;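 also: forskolin and galanin both at EC90 stimulate the cells; cAMP rise reported by CNG channel membrane potential dye signal; 0% = forskolin plus galanin with DMSO and 100% = forskolin alone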
# Target sequence (O60755 1-299 limits assumed): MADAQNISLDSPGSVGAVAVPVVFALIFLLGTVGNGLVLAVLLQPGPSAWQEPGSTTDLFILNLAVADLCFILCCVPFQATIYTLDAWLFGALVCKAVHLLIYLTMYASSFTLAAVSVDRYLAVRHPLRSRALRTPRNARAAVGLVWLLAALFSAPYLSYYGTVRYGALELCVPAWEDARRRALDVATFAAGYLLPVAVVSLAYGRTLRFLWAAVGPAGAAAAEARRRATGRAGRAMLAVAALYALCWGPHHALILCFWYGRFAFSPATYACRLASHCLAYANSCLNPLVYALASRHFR
# GPR7 antag: antagonists of human GPR7 (neuropeptides B/W receptor 1). P48145. GPR7-expressing cells, fluorescence antagonist assay. inhibition, % at 4.4 µM. hit rate 1.1% among 290,000. AID 1861; in the data active = inhibition above about 16%, passing the limit was not always enough;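 also: cells stimulated with the agonist NPW; 0% = agonist with vehicle and 100% = vehicle without agonist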
# Target sequence (P48145 whole entry, looked up): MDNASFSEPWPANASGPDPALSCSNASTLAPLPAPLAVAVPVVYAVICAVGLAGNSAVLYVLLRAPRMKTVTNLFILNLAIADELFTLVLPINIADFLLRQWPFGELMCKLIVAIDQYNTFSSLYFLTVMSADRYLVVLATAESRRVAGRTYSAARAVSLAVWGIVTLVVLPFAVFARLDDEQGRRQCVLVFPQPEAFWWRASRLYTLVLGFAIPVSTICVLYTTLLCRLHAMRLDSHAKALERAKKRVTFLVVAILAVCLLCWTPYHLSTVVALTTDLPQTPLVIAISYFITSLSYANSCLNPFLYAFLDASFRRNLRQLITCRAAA
# MEKK2wt PB1 HTS: raises or lowers MEK5 binding to wildtype human MEKK2 PB1 domain | bead flow cytometry, Alexa488-MEK5 binding to MEKK2 WT; actives lie on both sides | binding response (% of control), % at 10 µM | hit rate 1.1% among 290,000 | AID 1531; in the data active = binding response below about 67% or above about 130%
# OXTR potentiator: potentiators of human oxytocin receptor; P30559; CHO-OTR cells, Fluo-8 calcium fluorescence, potentiator mode; 0% = oxytocin EC15, 100% = EC100; activation, % at 3 µM; hit rate 0.061% among 320,000; AID 2445;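 active = activation above that plate's cutoff, the mean activation of tested compounds plus 3 SD, cut at about 6.6% in these data, passing the limit was not always enough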;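 also: 100% uses oxytocin at 75 nM as the full agonist control; some results filed as inactive read as strong as hits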
#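 System: human OTR in CHO cells; Also added: sub-maximal oxytocin, roughly EC15; Timing: compound 6 min at room temperature before oxytocin, 100 s read; Technique: Fluo-8 intracellular calcium fluorescence, ex 470-495, em 515-575 nm; Controls: oxytocin EC15 low and EC100 high; Replication: singlicate.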
# NALP1 inh: NALP1 inhibition; hit rate 0.61% among 280,000; S. cerevisiae NALP1/ASC/caspase-1 growth, X-gal OD620, 72 h; inhibition, % at 10 µM; in the data active = inhibition mostly above about 24%, no sharp cut-off; inactive = mostly below about 32%; also: some compounds called inactive have numbers as strong as hits
# V1R ag counter: activates human V1a receptor in oxytocin agonist counter-screen; CHO-V1R cells, Fluo-8 calcium fluorescence, agonist mode; 0% DMSO, 100% 3 nM vasopressin; activation, % at 3 µM; hit rate 0.25% among 320,000;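 active = activation above the mean activation of all tested compounds plus 3 SD, per screening run, cut at about 20% in these data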;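 also: signal is peak over basal fluorescence ratio across a 100 second FLIPR read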
# Target sequence (P37288 whole entry, looked up): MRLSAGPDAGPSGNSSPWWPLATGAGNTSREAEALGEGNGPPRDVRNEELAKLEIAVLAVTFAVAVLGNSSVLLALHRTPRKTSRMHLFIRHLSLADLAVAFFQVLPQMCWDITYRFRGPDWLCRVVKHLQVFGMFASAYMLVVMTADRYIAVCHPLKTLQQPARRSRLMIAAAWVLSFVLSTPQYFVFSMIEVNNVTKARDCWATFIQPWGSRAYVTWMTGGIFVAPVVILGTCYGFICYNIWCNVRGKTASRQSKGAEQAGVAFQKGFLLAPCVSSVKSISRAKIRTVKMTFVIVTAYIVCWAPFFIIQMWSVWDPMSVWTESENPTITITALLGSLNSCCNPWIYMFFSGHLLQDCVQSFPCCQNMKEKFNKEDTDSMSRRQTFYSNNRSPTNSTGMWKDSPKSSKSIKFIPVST
# PfM18AAP inh: PfM18AAP enzyme inhibition; inhibition, % at 7.35 µM; hit rate 1.2% among 290,000; AID 1822; recombinant PfM18AAP, H-Glu-NHMec fluorogenic cleavage;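 active = inhibition above the campaign mean inhibition over all tested compounds plus 3 SD, cut at about 28% in these data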;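 also: 0% = plate median of test compound wells and 100% = 2 mM ZnCl2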
# OXTR ag: human OXTR agonism | P30559 | AID 2435 | activation, % at 3 µM | CHO-OTR cells, Fluo-8 calcium fluorescence; normalized: DMSO 0%, oxytocin 100% | hit rate 0.32% among 320,000;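 active = activation above the mean of all tested compounds plus 3 SD, cutoff set per screening run, cut at about 20% in these data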;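 also: peak over basal fluorescence ratio from a 100 s FLIPR kinetic read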
# An asterisk follows results filed as active; . = no result given. Not a hit list. About 4.1% of those tested had a hit in this group.
SMILES,MEKK2 mut-MEK5,GalR3 antagonist,GPR7 antag,MEKK2wt PB1 HTS,OXTR potentiator,NALP1 inh,V1R ag counter,PfM18AAP inh,OXTR ag
Cc1ccc(NC(=O)C2CCN(S(=O)(=O)c3ccc4c(c3)CCCC(=O)N4)CC2)cc1N(C)C,4,-7,3,107,-4,16,-0.2,1,-0.6
Cc1cc(Cl)c2oc(C(=O)N3CCCCC3CCN3CCCC3=O)c(C)c2c1 (stereo not drawn),1,9,-10,101,-4,11,1.5,-3,-0.5
CCNC(=S)NNC(=O)c1cc(CC(C)C)nc2ccccc12,4,-7,0,102,1,17,0.5,-2,0.1
CC(=O)c1cccc(NC(=O)NCCc2ccc(Cl)cc2)c1,1,0,-9,105,-5,21,2.2,7,2.2
CCOc1ccccc1C(=O)Nc1ccc(S(=O)(=O)N2CCOCC2)cc1,11,-2,12,107,-20,15,5.4,0,1.8
CCC1Nc2ncnc(N3CCOCC3)c2N(Cc2ccccc2)C1=O (stereo not drawn),.,-1,.,.,-3,.,0.3,.,0.6
O=C(CCCC(=O)N(CC(=O)NC1CCCC1)Cc1ccc(F)cc1)Nc1ccccn1,2,-4,-14,104,-10,-26,-1.2,7,-2.5
CCCCOc1cccc(C(=O)Nc2ccc(N3CCN(CC)CC3)cc2)c1,1,-4,-1,111,-9,22,0.0,-12,2.2
COc1ccc2c(c1)c(C(O)CN1CCC(Cc3ccccc3)CC1)c(C)n2C (stereo not drawn),.,-2,12,.,-13,1,0.8,9,5.7
N#Cc1ccc(S(=O)(=O)NC2CCCCNC2=O)cc1 (stereo not drawn),4,-8,-17,106,-5,3,1.1,-3,-0.1
COc1ccc(C2=NNC(c3cccnc3)=Nc3ccccc32)cc1,-8,-3,1,98,4,11,-0.1,-5,-0.8
CCOC(=O)CN1NC2(CCC(C(C)(C)C)CC2)NC1=S (stereo not drawn),-1,-2,0,101,-3,4,0.7,0,9.7
CCOC(=O)c1sc(NC(=O)CSc2ncn(-c3ccccc3)n2)nc1C,3,-3,-12,109,-15,31,1.4,6,-1.7
Cn1c(=O)oc2cc(S(=O)(=O)N3CCN(c4ccc(F)cc4)CC3)ccc21,-1,0,6,96,-14,34,1.4,1,2.8
Cc1ccc(NC(=O)C2COc3ccccc3O2)cc1S(=O)(=O)N1CCOCC1 (stereo not drawn),.,-2,.,.,-7,.,3.4,.,-0.2
Cc1c(N)cccc1-n1cnnn1,1,-3,24*,101,-10,-1,-0.5,3,0.3
COC(=O)c1cc(NC(=O)c2ccco2)ccc1N1CCOCC1,-11,-4,-15,99,1,15,0.0,-1,0.1
O=C(CN(C(=O)c1csnn1)c1ccc(F)cc1)NCc1ccc(F)cc1,1,3,1,96,-12,-8,1.1,-7,0.4
O=C1COc2ccc(S(=O)(=O)N3CCCC3)cc2N1,4,-6,5,103,-15,12,0.2,1,0.6
Cc1ccc(OCCNC(=O)CCNS(=O)(=O)c2ccc(C)cc2)cc1,.,-2,.,.,1,.,-0.2,.,-0.5
CO/N=C(/c1nonc1N)N1CCN(c2ccc([N+](=O)[O-])cc2)CC1,7,-5,1,100,-10,22,5.5,-3,1.7
CC(C)(C)n1ncc2c(=O)n(Cc3ccc(Cl)cc3)cnc21,-1,-6,-7,101,-9,-4,2.5,7,-1.2
O=C(CN1C(=O)c2cccnc2Oc2ccc(Cl)cc21)NC1CCCCCC1,-1,-1,-9,101,-3,24,1.2,0,-0.8
CCN(CC(=O)Nc1ccccc1C(F)(F)F)C(=O)CCc1ccccc1,5,-10,5,104,-5,-2,0.3,-1,-0.1
CCCc1nc2ccc(NC(C)=O)cc2c(=O)n1Cc1ccccc1Cl,17,-6,-9,99,-3,15,0.5,-3,-1.5

# Going on with the list.
SMILES,MEKK2 mut-MEK5,GalR3 antagonist,GPR7 antag,MEKK2wt PB1 HTS,OXTR potentiator,NALP1 inh,V1R ag counter,PfM18AAP inh,OXTR ag
CC(C)Cc1cc(CN2CCC(CO)(Cc3ccccc3)CC2)[nH]n1,2,2,0,102,1,9,-0.5,-4,0.4
COC(=O)c1c(-c2ccccc2)nn(-c2ccccc2)c1C(=O)OC,8,-7,-2,117,-17,-26,-1.0,-3,-1.5
CCN(CC)C(=O)CNC(=O)Cc1ccc(Cl)cc1,-2,-6,3,102,-2,31,-0.1,-32,0.1
COCCCNC(=O)CCn1c(=O)c2ccccc2n(CC(=O)Nc2c(C)cccc2C)c1=O,-2,2,-15,96,2,-8,2.0,1,2.2
CC1CCN(C(=S)SCc2nc(N)nc(Nc3ccccc3)n2)CC1,4,-6,-7,105,3,12,-0.9,-8,-2.9
C[C@H]1CN=C(N(C)C)N1CCC1CCCCC1,.,-5,.,.,-4,.,0.0,.,-0.5
O=C(Cn1c(=O)n(Cc2ccco2)c(=O)c2cc(Cl)ccc21)NCC1CCCO1 (stereo not drawn),-3,-3,-3,97,4,5,0.1,7,0.3
CCCn1c(N)c(N(CCOC)C(=O)c2cccc(S(=O)(=O)N3CCCc4ccccc43)c2)c(=O)[nH]c1=O,.,-5,.,.,-16,.,-0.7,.,-1.1
COc1ccccc1C(=O)Nc1ccnn1C1CCN(C(=O)c2ccoc2C)CC1,1,1,-8,101,-2,31,0.1,-6,0.4
COc1cccc(N2CC(C(=O)Oc3ccc4ccccc4c3)CC2=O)c1 (stereo not drawn),2,-5,-4,100,-11,6,3.0,0,3.2
C/C=C(/C)C(=O)O[C@@H]1c2cc3c(c(OC)c2-c2c(cc(OC)c(OC)c2OC)[C@@H](OC(C)=O)[C@@H](C)[C@H]1C)OCO3,-5,.,.,100,7,0,-0.9,.,-1.5
COc1ccc(CCNC(=O)CC2SC(=NCCC(C)C)NC2=O)cc1OC (stereo not drawn),0,-3,0,107,-6,11,0.6,-22,-1.6
O=C(NC(=S)NCCN1CCOCC1)c1ccc(F)cc1,-2,-3,-3,98,1,34,-0.1,-1,-1.3
COc1ccc([C@@H]2[C@@H]3C(=O)N(C(C)(C)C)C(=O)[C@@H]3[C@]3(Cc4ccccc4)C(=O)N(c4ccc(Br)cc4)C(=O)N23)cc1,-5,.,1,96,-10,14,0.2,-3,-0.3
Cc1cc(C)n(-c2c(F)c(F)c(COC(=O)c3ccccc3)c(F)c2F)n1,3,-2,-16,95,-11,-11,1.0,-1,-1.7
Cc1ccc(-c2c[n+](=O)c3c(n2[O-])CCC3)cc1,-16,-5,-14,88,-2,16,0.8,-8,-0.7
CC(=O)c1ccc(N2C(=NC(=O)CCc3ccccc3)SC3CS(=O)(=O)CC32)cc1 (stereo not drawn),1,1,-11,102,1,-11,1.3,0,3.5
CCn1c2ccccc2c2cc(N=C3SC(CC(=O)Nc4ccccc4)C(=O)N3C)ccc21 (stereo not drawn),-1,-1,-1,102,-8,13,-0.4,-4,-0.6
CC1CC=C(c2ccccc2)C(=S)N1 (stereo not drawn),-13,-2,5,87,0,3,-0.2,15,0.5
Cc1cccn2c(CN3CCCN(C=O)CC3)c(C(=O)N(C)CCc3ccccc3)nc12,-21,-4,5,72,-6,1,-1.3,-7,0.2
COc1cccc(NC(=O)COc2cccc3c2CCNC3=O)c1,.,-1,.,.,-1,.,1.5,.,1.9
Cc1ccc(N2C(=O)SC(N(CC(=O)O)c3cccc(C)c3)C2=O)cc1 (stereo not drawn),-3,7,-10,97,-2,-45,0.4,-7,0.3
Cc1ccc(CSCc2ccc(C(=O)NC3CCCC3)o2)cc1,-3,-1,-4,96,-3,-18,-0.6,-9,-0.4
Cc1ccc(NC(=O)CSc2nc(N)cc(=O)[nH]2)cc1S(=O)(=O)N1CCCCC1,.,-6,.,.,1,.,0.3,.,0.5
C=CCNC(=O)c1ccccc1NC(=O)c1ccccc1SC,-1,-1,1,106,-3,11,-0.2,-4,-0.5

# Entries above that bear a hit mark in GPR7 antag.
mol	MEKK2 mut-MEK5	GalR3 antagonist	GPR7 antag	MEKK2wt PB1 HTS	OXTR potentiator	NALP1 inh	PfM18AAP inh
Cc1c(N)cccc1-n1cnnn1	1	-3	24*	101	-10	-1	3

# More compounds follow.
SMILES,MEKK2 mut-MEK5,GalR3 antagonist,GPR7 antag,MEKK2wt PB1 HTS,OXTR potentiator,NALP1 inh,V1R ag counter,PfM18AAP inh,OXTR ag
CNC(=O)CSc1cnc2ccccc2n1,-1,-2,0,107,-8,-11,0.3,-7,0.2
COc1ccc(NC(=O)c2oc3ccccc3c2NC(=O)c2ccco2)cc1,4,-4,-10,106,-4,.,-0.8,-4,-1.1
CCCCN(C(=O)c1cc(S(=O)(=O)N2CCCCCC2)ccc1OC)c1c(N)n(CCC)c(=O)[nH]c1=O,.,-3,.,.,-9,.,-1.1,.,1.0
CCC(C)NC(=S)Nc1ccc(C(=O)OC)cc1 (stereo not drawn),-2,-4,8,96,-8,-9,4.3,4,0.7
CCOC(=O)/C=C/[C@H]1Cc2ccccc2CO1,.,-6,.,.,-7,.,-0.1,.,-0.9
CC1(C)Cc2c(sc3c2c(N)nc(=S)n3Cc2ccc(Br)cc2)CO1,-6,-5,-12,94,-6,.,-0.6,1,-0.1
CCCn1c(N)c(Sc2ccc(Cl)cc2)c(=O)n(CCC)c1=O,6,-6,1,104,-3,4,-1.3,1,-1.9
CSc1ccc(CN(C)Cc2nc3cc(C(F)(F)F)ccc3c(=O)[nH]2)cc1,-3,-8,1,98,-2,4,-1.1,-2,-1.4
CC(=O)Nc1cc(C(=O)CSc2nnc(C3CC3)n2C2CC2)ccc1O,.,-1,.,.,-9,.,-0.3,.,-0.9
C1CN(c2nc3nonc3nc2N2C[C@H]3CC[C@H]2C3)CCS1,-16,-5,-13,74,-5,20,0.4,-2,0.6
Cn1nnnc1SCC(=O)N1N=C(c2cccs2)CC1c1cccs1 (stereo not drawn),.,-4,.,.,-4,.,0.9,.,1.4
CCCN(C(=O)Cc1coc2cc(OC)ccc12)C1CCS(=O)(=O)C1 (stereo not drawn),.,-2,.,.,0,.,2.8,.,0.9
Cc1cc(C)n2nc(CNS(=O)(=O)c3ccc(CC(C)C)cc3)nc2n1,-1,.,-7,102,4,-2,1.3,-2,1.7
Cc1cc(NS(=O)(=O)c2ccc(NC(=O)c3ccco3)cc2)no1,-3,-3,-2,96,3,1,0.4,-1,0.7
O=C(Cn1nnc2ccccc21)c1ccc(Cl)cc1,-2,-6,8,95,2,0,0.3,-8,0.0
O=C(CCl)N(Cc1ccccc1)c1ccccc1,-4,-3,-4,98,-2,10,0.1,1,-0.5
Cc1cccc(C(=O)N2N=C(c3ccc(NS(C)(=O)=O)cc3)CC2c2cccs2)c1 (stereo not drawn),-2,-6,-10,99,-17,34,-0.3,-2,-1.2
Nn1c(SCC(=O)NCc2ccccc2)nnc1C1CC1,3,-8,-11,102,-7,-15,-0.1,6,-0.6
CCCSc1nc(=S)n(Cc2ccccc2)c(C)c1C(C)=O,-3,-5,-10,94,-13,3,-0.5,-3,-1.6
COc1cc(C(C(=O)NC2CCCCC2)N(Cc2cccs2)C(=O)Cc2c[nH]c3ccccc23)cc(OC)c1OC (stereo not drawn),-7,-1,-11,94,-7,0,1.1,-5,-0.3
CCCn1c2ccccc2c2cnn(CC(=O)NCCOC)c(=O)c21,16,-10,-7,112,.,12,.,-2,.
COc1ccc(-c2oc3ccccc3c(=O)c2OC(C)=O)cc1,-9,-4,-7,96,-4,3,-0.5,0,-1.3
